Bioassay records as filed in PubChem BioAssay.
SR-BI HDL uptake – mouse SR-BI HDL lipid transfer inhibition; ldlA[mSR-BI] CHO cells, DiI-HDL uptake fluorescence, 3 h; inhibition, % at 12.5 µM; 320,000 compounds, 0.96% hits; AID 488896; Q61009;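 active = mean replicate inhibition of at least 70% and a set share of replicates each scoring 70 or more; inconclusive = meets just one of the two criteria; inactive = fails both criteria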;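 also: 0% = median of neutral control wells and 100% = median of positive control wells; values of inactives mirror those of a sister screen read the other way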
Target sequence (Q61009 whole entry, looked up): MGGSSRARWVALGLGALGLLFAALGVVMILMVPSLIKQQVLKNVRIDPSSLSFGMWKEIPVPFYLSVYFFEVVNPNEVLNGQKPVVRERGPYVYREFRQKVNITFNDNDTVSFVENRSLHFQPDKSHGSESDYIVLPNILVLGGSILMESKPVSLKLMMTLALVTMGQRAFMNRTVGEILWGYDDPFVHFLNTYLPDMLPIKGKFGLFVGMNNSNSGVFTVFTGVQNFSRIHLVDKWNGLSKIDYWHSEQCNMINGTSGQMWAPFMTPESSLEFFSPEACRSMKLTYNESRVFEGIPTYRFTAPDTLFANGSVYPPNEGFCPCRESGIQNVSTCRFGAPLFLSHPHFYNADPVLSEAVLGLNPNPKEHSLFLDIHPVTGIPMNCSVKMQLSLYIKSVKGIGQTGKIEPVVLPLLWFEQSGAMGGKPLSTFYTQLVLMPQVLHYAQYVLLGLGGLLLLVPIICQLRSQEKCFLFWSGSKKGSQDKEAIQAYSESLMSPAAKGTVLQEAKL
E coli growth – reduces bacterial viability in AddAB counter-screen | E. coli V3065 growth, OD600 absorbance, 18 h | inhibition, % at 11.9 µM | 330,000 compounds, 0.27% hits | AID 449728;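 active = inhibition above the campaign's mean inhibition across all tested compounds plus 3 SD, cut at about 9.9% in these data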;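 also: uninfected addAB+ strain grown without phage in ampicillin broth; 0% = DMSO wells and 100% = ciprofloxacin 0.95 µg/ml wells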
SR-BI DiI-HDL act – SR-BI HDL lipid transfer activation | activation, % at 12.5 µM | 320,000 compounds, 0.096% hits | CHO ldlA[mSR-BI] cells, DiI-HDL uptake fluorescence, 3 h; 100 = double the neutral-control signal | AID 504775;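 active = mean replicate activation of at least 60% and every replicate at or above 60%; inconclusive = mean or all-replicate condition met, but not both; inactive = mean below 60% and not all replicates reaching 60%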;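 also: 0% = median plate neutral-control signal and 100% = twice that signal; values of inactives mirror those of a sister screen read the other way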
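Material: SR-BI-overexpressing, LDLR-lacking CHO cells | Dosing: Single compound concentration, delivered by pin transfer | Probe or stimulus: Labelled HDL, 10 µg/mL | Signal: Bottom-read cell fluorescence after medium removal, ex 550/em 595 nm | Schedule: 3 h, 37 °C | Evaluation: HDL uptake via cellular fluorescence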
phage Ecoli inh – E. coli growth loss with phage present; inhibition, % at 11.9 µM; 360,000 compounds, 0.26% hits; growth absorbance; in the data active = inhibition above about 11%
MITF TRPM1 HTS – MITF TRPM1 promoter activation in melanoma cells | SK-MEL-5 TRPM1-promoter luciferase, 24 h; % of positive control, neutral wells = 0 | activation, % at 12.5 µM | 300,000 compounds, 0.75% hits;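 active = mean activation of at least 80% with every replicate also reaching 80%; inconclusive = mean reaches 80% but some replicate falls short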;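 also: 0% = neutral control wells and 100% = parthenolide positive control wells; values of inactives mirror those of a sister screen read the other way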
CAL PDZ FP-1 – inhibitors of human CAL PDZ peptide binding | AID 602252 | 300,000 compounds, 0.92% hits | inhibition, % at 24.9 µM | purified CAL PDZ, TMR-peptide fluorescence polarization, 1 h;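 active = mean inhibition of at least 30% with at least half of replicates also reaching 30%; inconclusive = no clear call, values can overlap the other calls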;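 also: 0% = DMSO neutral control and 100% = excess unlabeled competitor peptide PRC23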
CAL PDZ FP-2 – blocks peptide binding to human CAL PDZ domain; Q9HD26; purified CAL PDZ, TMR-peptide fluorescence polarization, 1 h; inhibition, % at 20 µM; 330,000 compounds, 0.02% hits; AID 504414;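 active = highest replicate inhibition of at least 40%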;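 also: plate controls were DMSO neutral control wells for no effect and unlabeled competitor peptide control wells for full effect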
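Material: tagged CAL PDZ protein CerCALP, purified; buffer or medium: sodium phosphate/NaCl buffer pH 7.4 with TCEP, IgG, Thesit; also added: fluorescent TMR peptide probe; schedule: 1 h incubation at room temperature before polarization reading; technique: fluorescence polarization from S- and P-plane intensities, G-factor corrected; control set: unlabelled peptide and DMSO controls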
AddAB inh – less growth of phage-infected E. coli with AddAB | inhibition, % at 11.9 µM | 330,000 compounds, 0.29% hits | E. coli expressing H. pylori AddAB, absorbance growth; in the data active = inhibition above about 12%;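 also: 0% = vehicle wells of infected cells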
Wnt act – activates Wnt/beta-catenin signaling in a reporter cell assay; activator, plate reader; activation, % at 9.35 µM; 300,000 compounds, 1.2% hits; AID 743398; in the data active = activation above about 30%, passing the limit was not always enough; inconclusive = no clear call, values can overlap the other calls;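 also: 0% = neutral control wells and 100% = positive control wells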
Tat export inh – E. coli Tat transport inhibition | E. coli MC4100 TorA-mCherry Tat export, fluorescence | inhibition, % at 10 µM | 340,000 compounds, 0.036% hits | AID 488895;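 active = mean replicate inhibition at least 50% and at least half of replicates individually reaching 50%; inconclusive = only one of the two criteria met; inactive = neither criterion met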;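 also: exported cargo escapes ClpAP degradation while cytoplasmic cargo is degraded and loses fluorescence; 0% = median of neutral control wells and 100% = median of NaSCN control wells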
* hit, by the source's call; u = inconclusive; x = not tested or not shown; & = joins results of further samples.

Below each compound – SR-BI HDL uptake, E coli growth, SR-BI DiI-HDL act, phage Ecoli inh, MITF TRPM1 HTS, CAL PDZ FP-1, CAL PDZ FP-2, AddAB inh, Wnt act, Tat export inh
- Cc1cc(C)nc(SCC(=O)N(C)CC(=O)Nc2c(Cl)cccc2Cl)n1
 : 2, -0.2, -2, 3.3, 0, -6, -0.3, 0.5, -2, -2
- Cc1nc2n[nH]c(N)c2c2c1COC(C)(C)C2
 : -2, -1.2, 2, 1.3, 7, x, -0.7, 3.4, x, -9
- O=C(N/N=C/c1c(O)ccc2ccccc12)c1cccnc1
 : 51, -2.5, -51, 2.1, -39, -7, -2.7, 6.2, -4, -8
- COc1ccc(OC)c(S(=O)(=O)CC(=O)c2cc3ccc(OC)cc3oc2=O)c1
 : 6, 0.8, -6, x, -4, -2, -0.3, -0.1, x, -13
- CS/C(=N\S(=O)(=O)c1cccs1)Nc1ccc(N2CCOCC2)cc1
 : 45, 1.1, -45, 1.6&4.0, -2, -2, -0.6, 1.9, -7, -2
- COc1ccc2c(c1)Sc1ccccc1N2
 : 5, x, -5, -1.4, 10, 1, -0.4, x, 4, 1
- CCCCP(=O)(CCCC)CCP(=O)(c1ccccc1)c1ccccc1
 : -17, -4.4, 17, 4.7, -10, -2, 0.2, -0.5, -2, -2
- CCc1nc(SCC(=O)N2CCN(C(=O)c3ccco3)CC2)c2c3c(sc2n1)CCCC3
 : 22, 0.3, -22, 1.3, -13, x, -1.8, -1.6, 0, 19
- COc1ccc(CNc2nc3nc(C)cc(C)n3n2)cc1
 : 7, -2.4, -7, 1.6, 26, x, -1.6, -0.9, 2, 1
- O=C(Cc1ccccc1)NN=C1CCCC1
 : -7, x, 7, 2.4, -8, -7, 30, x, -2, 6
- COc1ccccc1C(=O)NCCC(=O)N1CCN(c2ccc(C(F)(F)F)cn2)CC1
 : -8, x, 8, 2.5, 11, -2, -3.5, x, 1, 4
- O=C(C(Cc1ccccc1)n1cccc1)N1CCN(c2ccccc2)CC1 (stereo not drawn)
 : 25, 1.6, -25, 2.3, x, -7, 0.1, -2.1, -1, 3
- O=C(Cn1cnc2cc([N+](=O)[O-])ccc2c1=O)Nc1ccccc1Cl
 : 1, -0.1, -1, 4.1, 4, 4, -1.1, -0.5, -3, -15
- Cc1ccc(Cn2c(N/N=C/c3ccncc3)nc3c2c(=O)n(C)c(=O)n3C)cc1
 : -13, 1.3, 13, 2.5, x, x, -0.7, 2.6, 3, -9
- O=C(NCC1CCCO1)c1cccc(S(=O)(=O)Nc2ccc(F)cc2)c1 (stereo not drawn)
 : 2, 1.4, -2, 0.9, 15, x, -0.1, -0.1, -1, -11
- O=Cc1ccc(C(=O)OCC(=O)NC(=O)Nc2ccccc2F)cc1
 : -7, -1.1, 7, x, -15, -5, 1.6, -2.2, x, -3
- Cc1cc(S(=O)(=O)N2CCOCC2)ccc1OCC(=O)NCC1CCCO1 (stereo not drawn)
 : x, -0.4, x, -1.7, -1, -3, -2.6, 6.2, -2, -2
- O=C(COC(=O)c1ccccc1C(=O)c1ccccc1)c1ccco1
 : 4, 1.4, -4, 3.7, 2, x, 0.4, 3.4, 6, -14
- CCOC(=O)C1Nc2c(F)cc(C)cc2C2c3ccccc3CC12 (stereo not drawn)
 : -21, -0.4, 21, 4.1, 15, -7, -0.4, 0.6, -4, 1
- Cc1ccc(S(=O)(=O)N2CCCCC2CCNC(=O)C(=O)NCc2ccccc2C)cc1 (stereo not drawn)
 : 8, 1.4, -8, 0.7, -9, -2, -2.2, 2.2, -3, 14
- O=[N+]([O-])c1cc2c(cc1/C=N/n1c(-c3ccccn3)n[nH]c1=S)OCO2
 : -22, 2.0, 22, 0.2, 10, -6, 0.6, 3.9, 5, 2
- Cc1cc(C)c2sc(N(CCCN(C)C)C(=O)c3ccc(S(=O)(=O)N(C)Cc4ccccc4)cc3)nc2c1
 : -8, 0.8, 8, 0.8, -57, -1, -3.5, -0.8, -18, 27
- Cc1ccc(C(=O)O)cc1NC(=S)NC(=O)c1ccc([N+](=O)[O-])c(C)c1
 : 18, 3.5, -18, 4.5, -6, 2, -3.4, 0.7, 0, 2
- CCC(C)c1ccc(NC(=S)Nc2ccc(OC)cc2C)cc1 (stereo not drawn)
 : 59, 0.3, -59, 2.1, 7, 4, 0.3, 1.4, x, -9
- C[N+]1(CC#CC(O)(c2ccccc2)c2ccccc2)CCCC1
 : -14, 0.1, 14, 5.5, -2, 0, -1.7, 2.2, -6, -1
- COc1ccc(OCC(=O)Nc2ccc(S(=O)(=O)Nc3cc(C)on3)cc2)cc1
 : -21, 2.1, 21, 0.8, -13, -2, -2.0, -0.8, -3, -1
- Cc1ccc(S(=O)(=O)N2CCN(C(=O)COC(=O)c3cncc(Br)c3)CC2)c(C)c1
 : 9, 0.4, -9, 2.1, -3, 1, -1.7, -2.4, -7, -6
- COc1ccccc1NC(=O)CCC(=O)OCc1cccc([N+](=O)[O-])c1
 : -41, -0.6, 41, 1.8, -5, -1, -1.9, 2.0, -2, -4
- N#CCCn1c(Cl)nc2ccccc21
 : -25, 1.4, 25, 3.0, -9, -3, -4.5, 4.8, 11, -13
- CCOc1ccc2[nH]c(C)c(CN3CCCCC3)c(=O)c2c1
 : -12, -1.4, 12, 1.2, -4, -3, -0.9, -0.4, x, u
- Cn1cnc([N+](=O)[O-])c1Sc1nc2ccccc2[nH]1
 : x, 1.7, x, 1.8, x, x, x, 6.4, -5, x
- Cc1cc(C)nc(NC2=N[C@@H]3CCCC[C@H]3N2C(=O)Nc2cc(Cl)cc(Cl)c2)n1
 : x, x, x, 3.1, -7, 0, -3.1, x, 14, 5
- C[C@H](CO)N1C[C@H](C)[C@@H](CN(C)CC2CCCCC2)Oc2c(NS(=O)(=O)c3cn(C)cn3)cccc2C1=O
 : 2, -0.4, -2, 1.8, -5, 0, 0.3, 2.6, -2, -2
- Cc1cccc(C)c1NC(=O)COC(=O)c1ccc2c(c1)OCO2
 : -10, -2.4, 10, 2.9, -8, 3, -1.0, 1.4, 0, -11
- COc1cccc(CNC(=O)C2CCC(CNc3nc(=S)[nH]c4ccccc34)CC2)c1 (stereo not drawn)
 : 69, 1.2, -69, -0.9, -5, 0, -0.3, 1.0, -1, -6
- CCCc1nn2c(=O)cc(O)nc2s1
 : -27, 1.6, 27, 4.6, -4, 2, 0.1, 4.8, x, 6
- CC(C)OC(=O)c1ccc(N)cc1
 : -5, -0.7, 5, 3.1, 11, -2, 1.1, 2.4, -1, -4
- FC(F)(F)c1cc(-c2ccccc2)nc2nc(N3CCOCC3)sc12
 : 53, -0.4, -53, 2.8, 2, x, -0.8, 3.6, -1, 4
- COc1cc(NC(=O)COc2cccc3c2OC(C)(C)C3)cc(OC)c1OC
 : 88*, -0.7, -88, -0.1, -3, x, -0.8, -0.5, -4, 3
- COc1cc(CN(C)CC(=O)c2[nH]c(C)c(C(C)=O)c2C)ccc1OC(F)F
 : 0, 0.5, 0, 0.6, x, x, 0.0, 1.2, x, -5
- CCN(Cc1ccncc1)C(=O)c1ccc2c(c1)S(=O)(=O)c1ccccc1C2=O
 : -1, -1.7, 1, 3.3, 1, 2, -2.3, -0.7, -1, 2
- O=C(Nc1nnc(SCc2cccnc2)s1)C1CC(=O)N(c2ccccc2)C1 (stereo not drawn)
 : -26, -2.5, 26, 3.3, 5, -1, -2.8, 0.0, 0, -7
- O=C(c1cccs1)N1CCN(Cc2cccc([N+](=O)[O-])c2)CC1
 : 24, 1.8, -24, -1.7, 8, -1, -0.3, 3.7, -1, 3
- Cc1ccc(C=NNc2ccc([N+](=O)[O-])cn2)cc1
 : 19, x, -19, 1.0, 122*, 0, 0.6, x, 6, 9
- CCOC(=O)c1cnc(SCC(=O)Nc2cc(OC)cc(OC)c2)nc1N
 : -1, 0.5, 1, 0.9, x, -2, -1.9, 1.1, x, 2
- CCOC(=O)c1sc(NC(=O)COc2ncnc3ccccc23)c(C(=O)OCC)c1C
 : 31, -0.2, -31, 0.5, 18, -3, -2.8, 2.0, -7, -2
- CC(C)c1csc(CN2CCN(Cc3ccc(F)c(F)c3)C(CCO)C2)n1 (stereo not drawn)
 : 6, -0.7, -6, 1.2, -7, 2, 11, -1.3, -2, -7
- CCOC(=O)c1c(NC(=O)c2ccc(N3C(=O)[C@@H]4[C@H](C3=O)[C@H]3C=C[C@@H]4C3)cc2)sc2c1CCCC2
 : 46, -2.9, -46, 1.5, 7, -3, -1.5, -0.6, -5, 11
- Cc1nn(C)c(C)c1/C=C(/C(=O)C(C)(C)C)n1cncn1
 : -11, 2.8, 11, 1.1, x, x, -1.5, -0.2, -3, 3
- COc1ccc(CNC(=O)C2CCCN2S(=O)(=O)c2ccc(F)cc2)cc1 (stereo not drawn)
 : 11, -0.4, -11, -1.6, -2, 7, -0.6, 0.3, 4, 5

4 neighbouring compounds already listed:
Below each compound – SR-BI HDL uptake, E coli growth, SR-BI DiI-HDL act, phage Ecoli inh, MITF TRPM1 HTS, CAL PDZ FP-1, CAL PDZ FP-2, AddAB inh, Wnt act, Tat export inh
- Cc1ccc(C=NNc2ccc([N+](=O)[O-])cn2)cc1
 : 19, x, -19, 1.0, 122*, 0, 0.6, x, 6, 9
- CCOC(=O)c1cnc(SCC(=O)Nc2cc(OC)cc(OC)c2)nc1N
 : -1, 0.5, 1, 0.9, x, -2, -1.9, 1.1, x, 2
- CCOC(=O)c1sc(NC(=O)COc2ncnc3ccccc23)c(C(=O)OCC)c1C
 : 31, -0.2, -31, 0.5, 18, -3, -2.8, 2.0, -7, -2
- CC(C)c1csc(CN2CCN(Cc3ccc(F)c(F)c3)C(CCO)C2)n1 (stereo not drawn)
 : 6, -0.7, -6, 1.2, -7, 2, 11, -1.3, -2, -7
